NPC1 prom act: activators of NPC1 promoter | Huh7 NPC1 promoter luciferase reporter, 24 h | Potency, µM (doses to about 9.22 µM), for the others: at the top dose activation, most hits filed as activators | 320,000 compounds, 2.4% hits | AID 485313;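 also: potency is read from the fitted curve at half-maximal effect; % of control where 0% means no effect; nearly all actives have a fitted effect of over 60% in size; reporter is driven by a mutant NPC1 promoter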
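Stable NPC1-promoter luciferase Huh7 line; cpd (DMSO) 24 h, 37 °C, 5% CO2; Amplite luciferase reagent 10 min RT; luminescence readout. qHTS format.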
Giardia kill: kills Giardia lamblia; AID 540267; activity change, % at 7.66 µM, hits read low; Giardia lamblia trophozoite viability; 340,000 compounds, 0.15% hits; in the data active = activity change below about -80%; inconclusive = between about -30% and that limit;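 also: parasites exposed to compound for two days anaerobically before the ATP read; % is scaled to controls: 0 for no effect and ±100 for the full control effect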
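Compounds were tested on trophozoites seeded at 100 cells/well and held 48 hrs at 37 deg C anaerobically. An ATP-based luminescent kit measured the remaining live cells.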
VP16 counter: Gal4-VP16 reporter inhibition counter-screen | Drosophila S2 Gal4-VP16 UAS-luciferase, luminescence, 20 h | Potency, µM (doses to about 53.6 µM), without a hit: at the top dose activity, negative = inhibition, usual class: inhibitors | 310,000 compounds, 3.5% hits;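 also: Gal4-VP16 expression switched on by copper sulfate through the metallothionein promoter; potency is read from the fitted curve at half-maximal effect; % is scaled to controls: 0 for no effect and ±100 for the full control effect; nearly all actives have a fitted effect of over 50% in size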
Tb PFK block: T. brucei PFK enzyme inhibition; O15648; 330,000 compounds, 0.17% hits; Potency, µM (series often up to 57.5 µM), for the others: at the top dose activity, negative = inhibition, usual class: inhibitors; T. brucei PFK, ADP-Glo luminescence;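 also: potency is read from the fitted curve at half-maximal effect; 0% = uninhibited 1x PFK enzyme wells and -100% = no-enzyme wells; nearly all actives have a fitted effect of over 60% in size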
Target sequence (O15648 whole entry, looked up): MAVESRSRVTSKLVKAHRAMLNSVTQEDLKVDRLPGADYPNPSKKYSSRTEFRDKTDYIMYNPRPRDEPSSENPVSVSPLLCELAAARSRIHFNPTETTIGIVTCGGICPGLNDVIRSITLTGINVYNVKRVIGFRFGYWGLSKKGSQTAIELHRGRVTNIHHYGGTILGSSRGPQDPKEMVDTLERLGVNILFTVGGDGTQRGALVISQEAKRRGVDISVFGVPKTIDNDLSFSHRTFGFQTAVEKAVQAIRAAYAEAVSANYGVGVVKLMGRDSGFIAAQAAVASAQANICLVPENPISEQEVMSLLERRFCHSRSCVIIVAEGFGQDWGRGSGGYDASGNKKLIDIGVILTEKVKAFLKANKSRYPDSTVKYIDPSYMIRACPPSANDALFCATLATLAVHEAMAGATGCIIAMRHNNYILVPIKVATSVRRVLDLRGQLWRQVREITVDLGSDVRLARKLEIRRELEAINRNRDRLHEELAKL
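In TEA buffer at pH 8.0 with 5 mM MgCl2, enzyme (1.25 nM) converted F6P (0.5 mM) and ATP (0.1 mM) for 45 min at room temperature. ADP product was read by luciferase luminescence.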
uPA generation: blocks generation of uPA at the cell surface. AID 540303. Potency, µM (series often up to 38.3 µM), for inactives: at the highest dose activity change, negative = inhibition, actives largely listed as inhibitors. cell surface uPA generation assay, qHTS. 330,000 compounds, 0.31% hits; active = well fitted inhibition curve with a large enough effect; inconclusive = small, poorly fitted or top-dose-only effect; inactive = no such curve, though single readings can be large or run the other way; tested in mouse RAW 264.7 cells; also: potency is read from the fitted curve at half-maximal effect; % is scaled to controls: 0 for no effect and ±100 for the full control effect; nearly all actives have a fitted effect of over 55% in size
RORgamma inh: ROR gamma (mouse) transcription inhibition; P51450; Drosophila S2 Gal4-RORgamma UAS-luciferase reporter, 20 h; Potency, µM (doses to about 53.6 µM), for inactives: at the highest dose activity change, negative = inhibition, usual class: inhibitors; 310,000 compounds, 5.4% hits; AID 2551; also: potency is read from the fitted curve at half-maximal effect; % is scaled to controls: 0 for no effect and ±100 for the full control effect; nearly all actives have a fitted effect of over 60% in size
Target sequence (P51450 whole entry, looked up, the tested form may be a part): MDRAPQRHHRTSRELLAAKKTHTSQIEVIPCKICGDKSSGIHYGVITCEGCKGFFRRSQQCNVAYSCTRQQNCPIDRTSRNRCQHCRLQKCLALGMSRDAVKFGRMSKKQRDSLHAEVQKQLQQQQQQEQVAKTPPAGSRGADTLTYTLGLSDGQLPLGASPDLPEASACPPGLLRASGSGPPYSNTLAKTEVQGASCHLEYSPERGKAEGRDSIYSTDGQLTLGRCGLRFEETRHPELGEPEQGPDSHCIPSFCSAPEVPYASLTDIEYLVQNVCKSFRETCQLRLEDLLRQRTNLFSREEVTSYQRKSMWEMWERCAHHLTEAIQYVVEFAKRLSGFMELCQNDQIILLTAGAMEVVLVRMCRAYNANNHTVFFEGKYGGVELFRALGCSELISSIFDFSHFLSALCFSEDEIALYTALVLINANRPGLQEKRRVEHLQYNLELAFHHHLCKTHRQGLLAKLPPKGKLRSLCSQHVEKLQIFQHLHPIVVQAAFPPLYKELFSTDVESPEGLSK
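ROR gamma transcriptional activity was tracked as Gal4-UAS luciferase output in stably transfected Drosophila Schneider cells, with compound added 1 hr before 700 uM copper sulfate induction and a 20 hr ambient-temperature incubation.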
Coupling enz: inhibits coupling enzyme system, counter-screen for aldolase hits; activity change, negative = inhibition, % at 58.2 µM, hits read low; 290,000 compounds, 0.67% hits; coupling enzyme system counterscreen, AmpLite Red fluorescence; in the data active = activity change below about -30%; also: % is scaled to controls: 0 for no effect and ±100 for the full control effect
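Compounds tested against the coupling enzymes alone at 57.5 uM final; readout was AmpLite Red fluorescence (525/598 nm) after 20 min at RT.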
FLuc modulator: inhibits or activates purified firefly luciferase, miR-21 counter-screen | Potency, µM (highest dose often 57.5 µM), without a hit: at the top dose activity change, negative = inhibition, actives largely listed as inhibitors | purified FLuc, Km substrates, luminescence inhibition | P08659 | 360,000 compounds, 6.9% hits;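 also: potency is read from the fitted curve at half-maximal effect; plate controls were vehicle for no effect and reference inhibitor for full effect; nearly all actives have a fitted effect of over 55% in size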
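Purified P. pyralis luciferase, 10 nM final, with Km-level 10 uM D-luciferin and 10 uM ATP in 50 mM Tris acetate pH 7.5, 10 mM Mg acetate, 0.01% Tween-20, 0.05% BSA; 6-point qHTS titration about 60 µM downward; luminescence read.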
KCNH2 3.1 inh: inhibitors of human KCNH2 3.1 potassium channel isoform. 340,000 compounds, 0.95% hits. AID 720553. activity change, % (tested at about 1.8 µM). U2OS KCNH2 3.1, thallium flux FluxOr; stronger effect = lower value;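 active = maximum activity change below -70%; inconclusive = maximum activity change from -70% to -50%; inactive = maximum activity change above -50%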;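 also: thallium influx rate constant from kinetic fluorescence after stimulation buffer; % is scaled to controls: 0 for no effect and ±100 for the full control effect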
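FluxOr-based Tl+ influx in U2OS cells transduced with KCNH2 3.1 virus; rate constants normalized to DMSO controls.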
ELG1 genotoxic: induces genotoxicity in HEK293T cells with luciferase-tagged ELG1 | HEK293T ELG1-luciferase reporter, luminescence, 16 h | Potency, µM (series often up to 46 µM), inactives show at the top dose activity change, positive = activation, hits mostly activators | 330,000 compounds, 1.3% hits | AID 504466; also: potency is read from the fitted curve at half-maximal effect; % of control where 0% means no effect; nearly all actives have a fitted effect of over 60% in size
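Genotoxicity was scored as increased ELG1-luciferase reporter signal, measured by ONE-Glo luminescence (30 min, room temperature). Compound or vehicle exposure of the HEK293T reporter cells lasted 16 hr at 37°C.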
Rab9 prom act: Rab9 promoter activation | Huh7 Rab9 promoter-luciferase reporter, luminescence, 24 h | Potency, µM (titrated, usually from 9.22 µM), for the others: at the highest dose activation, negative = inhibition, hits mostly activators | 320,000 compounds, 2.8% hits; also: potency is read from the fitted curve at half-maximal effect; % of control where 0% means no effect; nearly all actives have a fitted effect of over 60% in size
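Measured in stably transfected Huh7 cells bearing a Rab9 promoter–luciferase construct: 24 h compound treatment at 37 °C, followed by luminescence detection.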
* = called active by the depositor; ? = inconclusive; . = no result given; & = joins results of further samples; [ ] = another dose, or the depositor's remark. Unless noted, calls follow the shape of the dose curve; as a rule, active = well fitted curve in the direction sought with a large enough effect; inconclusive = small, poorly fitted or top-dose-only effect, or another doubt; inactive = no such curve, though single readings can be large; an effect the other way counts as inactive or inconclusive.

SMILES	NPC1 prom act	Giardia kill	VP16 counter	Tb PFK block	uPA generation	RORgamma inh	Coupling enz	FLuc modulator	KCNH2 3.1 inh	ELG1 genotoxic	Rab9 prom act
CCN(CC)S(=O)(=O)c1ccc(C(=O)Oc2coc(CSc3nc(C)cc(C)n3)cc2=O)cc1	-2%	-2	-1%	-3%	-2%	9%	2	2%	5	2%	-7%
NC(=NC(=O)c1ccc(OCC(F)(F)F)nc1)c1ccc(Cl)cc1	-3%	2	-5%	-7%	7%	-21%	-3	-12%	-4	1%	-9%
O=C(NCc1ccccc1CN1CCCC1)c1ccc(Cl)c(N2CCCC2=O)c1	-4%	-22	.	16%	-3%	.	.	3%	-1	3%	2%
CCOc1ccc(S(=O)(=O)n2cnc(C)c2)cc1	2%	17	3%	-2%	?	?	3	3%	6	-3%	-2%
OC(c1ccccc1)(c1ccccc1)c1ncc[nH]1	-4%	-9	.	0%	2%	.	.	-1%	5	3%	1%
O=C(CSC(=S)N1CCCC1)Nc1cc2c(cc1Br)OCCO2	5%	-21	6%	-1%	2%	35%	3	-14%	-7	4%	9%
Cc1cc(NS(=O)(=O)c2ccc(NC(=S)NC(=O)c3ccc(F)cc3Cl)cc2)no1	-1%	0	-3%	-8%	-4%	?	8	-9%	10	-1%	-1%
Cc1ccc(Sc2ncnc3onc(C)c23)cc1	-2%	-16	22µM*	-1%	-11%	10µM*	3	3%	6	-3%	1%
O=C1CC2(CCN(C(=O)c3cccc(Cl)c3)CC2)Oc2ccccc21	-2%	3	.	-7%	-2%	.	.	-1%	-11	-4%	-2%
COc1ccc(C(C)=O)cc1CN1C(=O)NC(c2ccccc2)(c2ccccc2)C1=O	-2%	28	6%	1%	0%	21%	-3	4%	6	-11%	-3%
CCCCn1c(N)c(N(CC)C(=O)c2cnc(C)cn2)c(=O)[nH]c1=O	0%	7	.	7%	12%	.	.	2%	10	0%	-5%
O=C(COC(=O)c1ccc2ccccc2n1)NC1CCCCC1	-1%	-1	.	2%	-4%	.	.	0%	10	-1%	-3%
CC(C)(C)NC(=O)C(c1cccs1)N(C(=O)c1csnn1)c1ccccc1F (stereo not given)	0%	4	-13%	0%	32%[activator]	28%	2	?	-11	3%	-4%
COc1ccccc1NC(=O)CSc1ncc(CO)n1Cc1ccc(F)cc1	-5%	-7	3%	1%	-9%	-30%	.	3%&-5%	7	0%	-4%
O=C(NC1CCCC1)c1ccc(Cl)c(S(=O)(=O)N2CCOCC2)c1	-2%	-9	11%	3%	?	11%	3	1%	7	-8%	-6%
COc1cc(-c2[nH]nc3c2C(c2ccco2)C(C#N)=C(N)O3)cc(OC)c1OC (stereo not given)	0%	-25	-14%	0%	-17%	-33%	0	2%	-5	9%	-1%
O=C(O)CC1(CC(=O)Nc2cccc(C(F)(F)F)c2)CCCC1	3%	-4	0%	-13%	1%	22%	1	-15%	11	-1%	5%
CC(=O)Oc1c(-c2ccco2)oc2ccccc2c1=O	-2%	-6	?	3%	-8%	13µM*	2	-9%	4	-1%	0%
CCCN(CCC)C(=O)Cn1c(=O)n(CCCCC(=O)NCc2ccco2)c(=O)c2ccccc21	4%	-13	-9%	-6%	10%	1%	2	0%	.	0%	5%
Cc1noc(C)c1COC(=O)CCC(=O)c1ccc(F)cc1	1%	-21	8%	1%	4%	-5%	-3	-1%	-8	5%	-6%
Cc1cccc([N+](=O)[O-])c1C(=O)O	-1%	5	-3%	2%	11%	22%	.	0%	12	1%	-6%
O=C(Cn1c(=O)n(CCCC(=O)NC2CCCC2)c(=O)c2ccccc21)NCCC1=CCCCC1	-1%	26	2%	-8%	-5%	-24%	3	-3%	-3	1%	-6%
CCOC(=O)c1c(S(=O)(=O)NCC(=O)Nc2cccc(C)n2)c(C)n(C)c1C	0%	-16	1%	1%	2%	-3%	.	0%	-15	0%	-5%
Cc1ccc(C)c(NC(=O)CN(C)C(=O)C2CCN(C(=O)Nc3ccccc3)CC2)c1	2%	-12	.	7%	4%	.	.	-2%	-4	6%	3%
O=C(O)CCC(=O)N1CCN(c2nc3ccccc3s2)CC1	0%	4	1%	1%	6%	-17%	2	-6%	2	0%	2%
SMILES	NPC1 prom act	Giardia kill	VP16 counter	Tb PFK block	uPA generation	RORgamma inh	Coupling enz	FLuc modulator	KCNH2 3.1 inh	ELG1 genotoxic	Rab9 prom act
CC(C)C(NC(=O)Cc1ccccc1)C(=O)N1CCN(c2cccc(Cl)c2)CC1 (stereo not given)	-12%	2	.	-5%	12%	.	.	-2%	0	-6%	-13%
CCCC(=O)N1CCCC(c2nc(-c3cccc(OC)c3)no2)C1 (stereo not given)	3.5µM*	?	-1%	0%	?	-19%	4	9.5µM*	-5	?	1.4µM*
CCNC(=O)c1ccc(NC(=O)CC2SC(N3CCCC3)=NC2=O)cc1 (stereo not given)	3%	7	.	0%	28%	.	.	2%	-11	-2%	-1%
CCCCC1(C)OC(=O)C(=Cc2ccc(N(CC)CC)cc2)C(=O)O1 (stereo not given)	-4%	1	0%	2%	-3%	0%	.	?	1	4%	-4%
CCCCNC(=O)c1cc2cccc([N+](=O)[O-])c2[nH]1	14%	-18	0%	8%	1%	9%	-8	-28%	-3	-4%	3%
Cc1ccc(CNC(=O)CCNC(=O)N2CCn3c2nc2ccccc23)cc1	-4%	4	20%	-1%	2%	5%	1	?	-5	-2%	-5%
CSc1ccc(C(=O)C2CCCN(C(=O)c3cc4cc(F)ccc4[nH]3)C2)cc1 (stereo not given)	-2%	4	1%	1%	-1%	?	2	?	20	-2%	-7%
COC(=O)Cn1cnc2sc(C)c(S(=O)(=O)N3CCN(c4ccccc4OC)CC3)c2c1=O	-1%	-5	-3%	-5%	2%	3%	-1	-1%	27	-1%	-2%
C=CCN(CC=C)CCCOc1ccc(C)cc1OC	-3%	-3	6%	0%	6%	-25%	1	-2%	-1	-5%	2%
NC(=O)/C(N=Nc1ccccc1)=N/Nc1ccccc1	1%	?	.	-6%	10%	.	.	-10%	-8	11%	-1%
COc1ccc(/C=N/c2c(-c3ccco3)nc3ccccn23)cc1OC	?	-7	-14%	-10%	-4%	-36%	-21	0.43µM*	-9	16%	?
O=C(Nc1ccc2nn(-c3ccccc3)nc2c1)c1ccc(Br)o1	3%	-3	-5%	-7%	12%	-22%	1	1%	-23	?	4%
CSCCC1(C(=O)O)NC(c2ccccc2O)C2C(=O)N(C(C)C)C(=O)C21 (stereo not given)	0%	5	-3%	-3%	12%	-13%	1	0%	12	4%	0%
O=C(N=C1SC2CS(=O)(=O)CC2N1c1cccc(F)c1)C1CC1 (stereo not given)	-2%	7	-5%	-4%	11%	-4%	-4	1%	-1	0%[9.26 µM]	3%
C1CCCCCC(=NNc2nn[nH]n2)CCCCC1	1%	-2	-1%	-1%	0%	2%	-22	1%	10	-2%	-3%
Cc1nnc(SCc2ccccn2)n(N)c1=O	0%	-7	-5%	3%	4%	-23%	1	4%	1	6%	-9%
CCc1c(C)nc2nc(SCc3ccccc3Cl)[nH]n2c1=O	1%	?	25µM*	-12%	-5%	?	3	-17%	-3	2%	3%

Some of the entries above, reformatted:
> O=C(Cn1c(=O)n(CCCC(=O)NC2CCCC2)c(=O)c2ccccc21)NCCC1=CCCCC1
  NPC1 prom act: -1%	Giardia kill: 26	VP16 counter: 2%	Tb PFK block: -8%	uPA generation: -5%	RORgamma inh: -24%	Coupling enz: 3	FLuc modulator: -3%	KCNH2 3.1 inh: -3	ELG1 genotoxic: 1%	Rab9 prom act: -6%
> CCOC(=O)c1c(S(=O)(=O)NCC(=O)Nc2cccc(C)n2)c(C)n(C)c1C
  NPC1 prom act: 0%	Giardia kill: -16	VP16 counter: 1%	Tb PFK block: 1%	uPA generation: 2%	RORgamma inh: -3%	Coupling enz: .	FLuc modulator: 0%	KCNH2 3.1 inh: -15	ELG1 genotoxic: 0%	Rab9 prom act: -5%

4 entries drawn at random from those above, as already listed:
SMILES	NPC1 prom act	Giardia kill	VP16 counter	Tb PFK block	uPA generation	RORgamma inh	Coupling enz	FLuc modulator	KCNH2 3.1 inh	ELG1 genotoxic	Rab9 prom act
C1CCCCCC(=NNc2nn[nH]n2)CCCCC1	1%	-2	-1%	-1%	0%	2%	-22	1%	10	-2%	-3%
CCCCC1(C)OC(=O)C(=Cc2ccc(N(CC)CC)cc2)C(=O)O1 (stereo not given)	-4%	1	0%	2%	-3%	0%	.	?	1	4%	-4%
CC(C)C(NC(=O)Cc1ccccc1)C(=O)N1CCN(c2cccc(Cl)c2)CC1 (stereo not given)	-12%	2	.	-5%	12%	.	.	-2%	0	-6%	-13%
CCCC(=O)N1CCCC(c2nc(-c3cccc(OC)c3)no2)C1 (stereo not given)	3.5µM*	?	-1%	0%	?	-19%	4	9.5µM*	-5	?	1.4µM*

Compound activity (PubChem)
